Screens (PubChem)
A-T KAP1 phos: candidate therapy for ataxia-telangiectasia; Potency, µM (doses to about 57.5 µM), for inactives: at the top dose activation, usual class: activators; AID 485349; 320,000 tested, 0.19% active; […] A-T fibroblasts, KAP-1 phosphorylation AlphaLISA; neocarzinostatin DNA damage 30 min before lysis; further: potency means the concentration at half of the fitted maximal effect; % of control where 0% means no effect; nearly all actives have a fitted effect of over 45% in size
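ATM-like activity read as KAP-1 phosphorylation via AlphaLISA donor/acceptor antibody pairs after lysis and 6 hr at 25C. Cells were ATM-null patient fibroblasts ([…], hTERT), dosed 60 min, then exposed to the DSB inducer NCS for 30 min.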
Eya2 inh: blocks the phosphatase activity of human Eya2 | 330,000 tested, 0.006% active | O00167 | Potency, µM (doses to about 76.9 µM), inactives show at the top dose activity, negative = inhibition, most hits filed as inhibitors | recombinant Eya2, OMFP fluorescence dephosphorylation (OMFP is methylfluorescein phosphate); further: potency means the concentration at half of the fitted maximal effect; on the % scale 0 is the no-effect control and ±100 the full control effect
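Eya2 protein (added as 0.2 uM solution) was preincubated with compound for 10 min at ambient temperature in 50 mM HEPES pH 7.5, 50 mM NaCl, 5 uM MgCl2, 0.05% BSA, 1 mM DTT. OMFP (added at 50 uM) then reacted 10 min; fluorescence read at 485/525 nm.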
TCR activator: activates T cell receptor signaling; Potency, µM (doses to about 9.22 µM), without a hit: top-dose activation of IL-2 secretion, actives largely listed as activators; AID 504894; 330,000 tested, under 10 active; primary human leukocytes, anti-CD3, IL-2 HTRF, 48 h; further: % of control where 0% means no effect
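IL-2 produced over 48 hr by a-CD3 bead-stimulated primary human leukocytes exposed to compounds was detected with a homogeneous time-resolved FRET immunoassay, 665nm acceptor signal after 320nm excitation.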
BCR signal inh: inhibitors of chronic active B-cell receptor signaling | ABC-DLBCL IkBa-CBG/CBR reporter, luminescence ratio, 4 h | Potency, µM (highest dose often 46.1 µM), without a hit: at the top dose ratio change, negative = lower green/red ratio, most hits filed as inhibitors | 340,000 tested, 0.05% active | AID 493014; active means well fitted inhibition curve with a large enough effect in the signal ratio, with a control signal flat, not every such curve was filed as active; inconclusive means small, poorly fitted or top-dose-only effect, or effect the other way, or a change in a side signal; the % refers to the signal ratio;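 further: potency means the concentration at half of the fitted maximal effect; plate controls were basal doxycycline-induced cells for no effect and cells given 10 µM MG132 for full effect; MG132 reads +100%, hits lower the ratio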
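TMD8 ABC-DLBCL cells carrying doxycycline-inducible green luciferase fused to IkappaBalpha plus unfused red luciferase were exposed to compounds (up to 46 uM) for 4 hrs at 37C. Activity came from the overlap-corrected green/red luminescence ratio.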
S-ASM inh: inhibitors of human secretory acid sphingomyelinase | P17405 | AID 504937 | 340,000 tested, 0.006% active | Potency, µM (highest dose often 57.5 µM), without a hit: at the highest dose activity change, negative = inhibition, most hits filed as inhibitors | placental ASM, HMU-PC fluorogenic substrate, 60 min; further: potency means the concentration at half of the fitted maximal effect
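HMU-PC0 cleavage (9 uM final) by human placental ASM, 60 min at 37 °C following 10 min compound exposure at RT; stopped at pH 10, fluorescence Ex 386/Em 447 nm.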
Mito fusion act: inhibitors of mitochondrial division or activators of mitochondrial fusion; S. cerevisiae fusion-defective mutant growth rescue, CellTiterGlo 48 h; Potency, µM (highest dose often 46.1 µM), for inactives: at the top dose growth rescue (activation), most hits filed as activators; 320,000 tested, 0.23% active;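 further: potency means the concentration at half of the fitted maximal effect; % of control where 0% means no effect; nearly all actives have a fitted effect of over 45% in size; temperature-sensitive fusion mutants such as fzo1-1 at 37 °C on non-fermentable ethanol glycerol medium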
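Compounds are tested for their ability to restore growth of mitochondrial fusion-defective yeast strains at non-permissive 37C in YPEG medium over 48 hours. Viability is quantified by luciferase luminescence.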
Integrin act MD: integrin-mediated muscular dystrophy alleviation activation. Potency, µM (highest dose often 38.3 µM), for the others: top-dose activation, usual class: activators. 350,000 tested, 0.064% active. alpha7betagal myoblasts, beta-gal FDG fluorescence, 48 h. AID 624291;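 further: potency means the concentration at half of the fitted maximal effect; 100% = response of the positive control SU9516; nearly all actives have a fitted effect of over 60% in size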
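alpha7betagal+/- myoblasts (passage 13, 250/well) treated 48 h at 37C with compounds at 1:260 dilution of DMSO stock. Lysed, then beta-galactosidase activity read as FDG fluorescence (ex 480/em 540) after 30 min, with pre-read for autofluorescence.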
Tb PFK inh: T. brucei PFK enzyme inhibition; Potency, µM (series often up to 57.5 µM), without a hit: at the top dose activity, negative = inhibition, usual class: inhibitors; 330,000 tested, 0.17% active; O15648; T. brucei PFK, ADP-Glo luminescence;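 further: potency means the concentration at half of the fitted maximal effect; 0% = uninhibited 1x PFK enzyme wells and -100% = no-enzyme wells; nearly all actives have a fitted effect of over 60% in size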
Target sequence (O15648 whole entry, looked up): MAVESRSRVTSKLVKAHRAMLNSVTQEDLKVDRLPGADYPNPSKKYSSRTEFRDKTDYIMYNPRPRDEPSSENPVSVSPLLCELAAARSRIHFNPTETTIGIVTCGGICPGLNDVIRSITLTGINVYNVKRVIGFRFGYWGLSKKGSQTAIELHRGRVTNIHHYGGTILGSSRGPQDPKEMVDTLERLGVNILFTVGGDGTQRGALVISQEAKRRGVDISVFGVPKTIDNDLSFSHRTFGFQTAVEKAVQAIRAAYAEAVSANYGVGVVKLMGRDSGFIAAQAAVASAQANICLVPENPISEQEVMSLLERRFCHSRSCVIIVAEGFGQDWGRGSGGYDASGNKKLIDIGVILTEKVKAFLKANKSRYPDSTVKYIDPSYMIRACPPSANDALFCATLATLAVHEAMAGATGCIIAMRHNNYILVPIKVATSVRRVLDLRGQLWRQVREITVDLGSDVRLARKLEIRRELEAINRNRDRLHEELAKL
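PFK 1.25 nM, F6P 0.5 mM, ATP 0.1 mM, 0.1 M TEA pH 8.0, 5 mM MgCl2, 0.01% Tween20, 0.1% BSA; 45 min RT. ADP-Glo readout. qHTS titration up to 57 uM; curves fitted, compounds curve-classed.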
TSG101-PTAP inh: blocks PTAP/TSG101 interaction to inhibit HIV-1 budding; 340,000 tested, under 10 active; Fluorescence polarization, FITC-PTAP peptide / Tsg101 binding; Q99816; Potency, µM (doses to about 115 µM), for inactives: at the highest dose activity change, negative = inhibition, usual class: inhibitors; active means well fitted inhibition curve with a large enough effect in the main read-out, with a control signal flat, not every such curve was filed as active; inconclusive means small, poorly fitted or top-dose-only effect, or effect the other way, or a change in a side signal; inactive means no such curve, though single readings can be large or run the other way; further: potency means the concentration at half of the fitted maximal effect; % of control where 0% means no effect
Target sequence (Q99816 whole entry, looked up): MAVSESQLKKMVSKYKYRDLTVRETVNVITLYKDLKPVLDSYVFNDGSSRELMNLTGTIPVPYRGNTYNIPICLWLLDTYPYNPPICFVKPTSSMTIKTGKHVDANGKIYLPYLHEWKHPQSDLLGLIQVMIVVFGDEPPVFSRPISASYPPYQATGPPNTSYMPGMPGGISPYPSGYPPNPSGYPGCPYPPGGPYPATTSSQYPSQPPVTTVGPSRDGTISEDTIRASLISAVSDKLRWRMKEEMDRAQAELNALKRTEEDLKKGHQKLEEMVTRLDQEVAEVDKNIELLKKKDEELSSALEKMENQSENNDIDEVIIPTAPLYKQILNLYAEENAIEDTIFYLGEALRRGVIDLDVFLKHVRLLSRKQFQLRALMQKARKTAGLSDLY
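Fluorescence anisotropy tracks displacement of a FITC-tagged PTAP peptide (50 nM) from the Tsg101 binding domain (10 uM), following a 20 min room-temperature incubation at pH 7.5.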
ELG1 repair inh: inhibitors of ELG1-dependent DNA repair in HEK293T cells; HEK293T ELG1-luciferase reporter, luminescence, 16 h; DNA damage induced by 5-fluorouridine; Potency, µM (highest dose often 46.1 µM), for inactives: at the top dose activity change, negative = inhibition, hits mostly inhibitors; 330,000 tested, 2.3% active; AID 504467; further: potency means the concentration at half of the fitted maximal effect; on the % scale 0 is the no-effect control and ±100 the full control effect; nearly all actives have a fitted effect of over 55% in size
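In this reporter screen, reduction of luminescence relative to DMSO vehicle indicated activity. Compounds and 5-fluorouridine were added together to 2,000 cells per well, incubated for 16 hr at 37 °C, then developed with ONE-Glo.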
TSHR antag: human thyrotropin receptor antagonism. P16473. TSHR-expressing cells, TSH-stimulated cAMP HTRF, 2 h; stronger effect = lower value. activity change, negative = inhibition, % at 11.5 µM. 330,000 tested, 0.2% active. AID 504810;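 active means activity change below a set negative limit, meaning inhibition stronger than a set level, cut at about -70% in these data; inconclusive means activity change between two set negative limits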; further: on the % scale 0 is the no-effect control and ±100 the full control effect
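Antagonism was scored as loss of TSH-driven cAMP in TSHR cells, stimulated with 4nM TSH (EC80) for 2 hours at 37 deg C and detected by homogeneous HTRF competition immunoassay.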
* marks the source's active call; other numbers are inactive results; ? = inconclusive; / = not tested or not shown; [ ] = dose if it differs, or a comment. Unless noted, the call rests on the fitted dose curve; in most records, active means well fitted curve in the direction sought with a large enough effect; inconclusive means small, poorly fitted or top-dose-only effect, or another doubt; inactive means no such curve, though single readings can be large; an effect the other way counts as inactive or inconclusive.

Letters: A = A-T KAP1 phos; B = Eya2 inh; C = TCR activator; D = BCR signal inh; E = S-ASM inh; F = Mito fusion act; G = Integrin act MD; H = Tb PFK inh; I = TSG101-PTAP inh; J = ELG1 repair inh; K = TSHR antag
S=C(Nc1cc(Cl)cc(Cl)c1)N1CCN(c2ccccn2)CC1
  A = -15%; B = -7%; C = -11%; D = 7%; E = -3%; F = -8%; G = -34%; H = -1%; I = 0%; J = -2%; K = -1

Fc1ccccc1C(c1nnnn1C1CCCC1)N1CCN(Cc2ccccc2)CC1 (stereo not given)
  A = /; B = -6%; C = -5%[46.1 µM]; D = 5%; E = 6%; F = 3%; G = 2%; H = 0%; I = 0%; J = -9%; K = -9

COc1ccc(NC(=O)CN2C(=O)NC3(CC(C)CC(C)(C)C3)C2=O)cc1S(=O)(=O)N1CCCCC1 (stereo not given)
  A = -3%; B = -2%; C = -35%; D = 9%; E = -2%; F = 3%; G = -1%; H = -8%; I = -4%; J = 0%; K = -6

CC(=O)NC(Cc1ccccc1)C(=O)NC(Cc1ccccc1)C(=O)O (stereo not given)
  A = 19%; B = 11%; C = -4%; D = 1%; E = 7%; F = 6%; G = ?; H = 2%; I = 1%; J = 9%; K = -4

O=C(NCCN1CCOCC1)c1ccc2c(c1)N(Cc1ccc(F)cc1)C(=O)c1ccccc1S2(=O)=O
  A = 2%; B = -2%; C = 3%; D = -4%; E = 7%; F = 7%; G = 12%; H = 0%; I = 3%; J = -1%; K = -5

O=C(NCC(=O)N1CCN(c2ccccc2)CC1)c1ccco1
  A = -2%; B = 0%; C = -5%; D = 3%; E = 4%; F = 1%; G = -1%; H = 2%; I = -5%; J = 20%; K = -7

COc1cc(OC)c2ccc(=O)oc2c1C(CC(=O)N1CCCC1)c1ccc(N(C)C)cc1 (stereo not given)
  A = 24%; B = -8%; C = -1%; D = ?; E = 3%; F = -15%; G = 0%; H = 0%; I = /; J = 11%; K = -6

CC(C)CCNC(=O)c1cc([N+](=O)[O-])ccc1N1CCOCC1
  A = -4%; B = 2%; C = 0%[46.1 µM]; D = 3%; E = -1%; F = 1%; G = 31%; H = -10%; I = 0%; J = 22%; K = 5

CCOC(=O)c1cnc2c(Cl)c(Cl)ccc2c1NCCN1CCOCC1
  A = 3%; B = -8%; C = 0%; D = ?; E = 0%; F = -7%; G = -22%; H = 1%; I = -6%; J = 0%; K = -10

COc1ccccc1C(=O)COC(=O)CCCN=C1NS(=O)(=O)c2ccccc21
  A = 3%; B = -14%; C = 7%; D = ?; E = /; F = -4%; G = ?; H = -2%; I = -1%; J = 10%; K = 3

NC(=O)C1CC(=O)N(CCc2ccc(F)cc2)C1 (stereo not given)
  A = 12%; B = 2%; C = /; D = 1%; E = 2%; F = 1%; G = 0%; H = 1%; I = -6%; J = 6%; K = -1

c1ccc(Oc2nc(Oc3ccccc3)nc(N3CCOCC3)n2)cc1
  A = 7%; B = 2%; C = 0%; D = ?; E = 3%; F = 13%; G = -23%; H = -1%; I = -4%; J = -9%; K = -4

Cc1ccc(N(CC(=O)NCc2ccc(F)cc2)S(=O)(=O)c2c(C)nn(C)c2C)cc1
  A = -1%; B = -9%; C = -2%; D = 3%; E = 4%; F = 2%; G = 19%; H = 2%; I = 0%; J = 10%; K = 6

COc1ccc(/C=C/C(=O)Nc2sc(Cc3ccccc3)c(C)c2C(N)=O)cc1
  A = 8%; B = 1%; C = 2%[46.1 µM]; D = 0%; E = 58%[activator]; F = -5%; G = -16%; H = -1%; I = -3%; J = -12%; K = -13

COc1ccccc1NC(=O)NC1(C(=O)N2CCC(C)CC2)CCCCC1
  A = 3%; B = 8%; C = 2%; D = -4%; E = -2%; F = -3%; G = -26%; H = 1%; I = -1%; J = -3%; K = 5

Cc1occc1C(=O)NC1CCCCCCC1
  A = -14%; B = 4%; C = 0%[46.1 µM]; D = ?; E = 4%; F = ?; G = 4%; H = 0%; I = -3%; J = ?; K = 0

CN(C)c1ccc(C(CNC(=O)c2ccccc2F)c2c[nH]c3ccccc23)cc1 (stereo not given)
  A = -6%; B = 0%; C = -3%[46.1 µM]; D = 5%; E = -10%; F = 8%; G = ?; H = 0%; I = -9%; J = -12%; K = 5

CCC1CCCCN1C(=S)Nc1ccc(OC(F)F)cc1 (stereo not given)
  A = /; B = -5%; C = -2%[46.1 µM]; D = 13%; E = -1%; F = -5%; G = -2%; H = 2%; I = 0%; J = 2%; K = -6

COc1cccc(/C(O)=C2/C(=O)C(=O)N(CCN3CCOCC3)C2c2cccs2)c1 (stereo not given)
  A = -3%; B = 9%; C = 3%; D = -1%; E = 1%; F = -1%; G = -21%; H = 0%; I = -3%; J = 12%; K = 6

O=C1/C(=C/c2ccc(O)c([N+](=O)[O-])c2)SC(=S)N1Cc1ccccc1
  A = 0%; B = -18%; C = 7%; D = 3%; E = -13%; F = -4%; G = -27%; H = 6%; I = -3%; J = 18µM*; K = ?

S=C(c1ccc(-c2ccccc2)cc1)N1CCOCC1
  A = 4%; B = 4%; C = 1%; D = -5%; E = 1%; F = 2%; G = 1%; H = -5%; I = -3%; J = -15%; K = 5

Cc1ccc2c(c1)C(c1ccccc1)N(C(=O)c1ccc(F)cc1)CC(=O)N2 (stereo not given)
  A = 0%; B = -4%; C = 1%; D = ?; E = -3%; F = 1%; G = 43%; H = 1%; I = -3%; J = -5%; K = 3

CCS(=O)(=O)N1Cc2ccccc2CC1C(=O)Nc1ccc(F)cc1 (stereo not given)
  A = 7%; B = 3%; C = 6%; D = ?; E = 0%; F = 4%; G = 18%; H = 1%; I = -1%; J = ?; K = -23

CN(NC(=O)c1cccc(Cl)c1)c1nc(-c2ccccc2)nnc1C(F)(F)F
  A = 6%; B = 4%; C = 3%; D = -6%; E = -16%; F = 3%; G = 10%; H = -5%; I = -3%; J = ?; K = -22

COc1cccc(-n2c(SCc3ccccn3)nc3c(c2=O)SCC3)c1
  A = -2%; B = -6%; C = -3%; D = ?; E = 6%; F = 0%; G = 1%; H = 0%; I = -1%; J = 12%; K = -7

COc1ccc(C(=O)CC(=O)c2ccc(C)cc2)c(O)c1
  A = 11%; B = 10%; C = -8%; D = 4%; E = 5%; F = -1%; G = -4%; H = 2%; I = 0%; J = ?; K = 3

CCOC(=O)C(=CNc1ccc(Cl)cn1)C(=O)OCC
  A = 19%; B = -12%; C = -2%; D = ?; E = 0%; F = -12%; G = -36%; H = -5%; I = 1%; J = ?; K = -6

O=C(Nc1ccccc1)Nc1nnc(Cc2ccccc2F)s1
  A = 19%; B = -8%; C = 3%; D = ?; E = 1%; F = 2%; G = -5%; H = -2%; I = -3%; J = 22%; K = -7

CCOc1ccc2nc(NC(=O)CCC(=O)c3cccs3)sc2c1
  A = -3%; B = -18%; C = -2%; D = 0%; E = 0%; F = 2%; G = 6%; H = -12%; I = 0%; J = ?; K = 8

CCCN(CCC)S(=O)(=O)c1ccc(C(=O)NCc2n[nH]c(=S)n2-c2ccc(Cl)c(Cl)c2)cc1
  A = -10%; B = -5%; C = -1%; D = -1%; E = -10%; F = -2%; G = -52%[inhibitor]; H = 15%; I = 0%; J = -2%; K = 1

Reprinted at random: three entries already listed, in no set order.
Letters: A = A-T KAP1 phos; B = Eya2 inh; C = TCR activator; D = BCR signal inh; E = S-ASM inh; F = Mito fusion act; G = Integrin act MD; H = Tb PFK inh; I = TSG101-PTAP inh; J = ELG1 repair inh; K = TSHR antag
COc1cccc(-n2c(SCc3ccccn3)nc3c(c2=O)SCC3)c1
  A = -2%; B = -6%; C = -3%; D = ?; E = 6%; F = 0%; G = 1%; H = 0%; I = -1%; J = 12%; K = -7

O=C(Nc1ccccc1)Nc1nnc(Cc2ccccc2F)s1
  A = 19%; B = -8%; C = 3%; D = ?; E = 1%; F = 2%; G = -5%; H = -2%; I = -3%; J = 22%; K = -7

CCCN(CCC)S(=O)(=O)c1ccc(C(=O)NCc2n[nH]c(=S)n2-c2ccc(Cl)c(Cl)c2)cc1
  A = -10%; B = -5%; C = -1%; D = -1%; E = -10%; F = -2%; G = -52%[inhibitor]; H = 15%; I = 0%; J = -2%; K = 1
